# Screening results (PubChem BioAssay)
# GRK2 inh: compounds blocking aptamer binding on GRK2 – biochemical, human GRK2, bead flow cytometry, HTS, primary screen; inhibition of aptamer binding, % at 10 µM; Beta-adrenergic receptor kinase 1 (Homo sapiens), P25098; AID 488847, 2010; FAM-aptamer displacement from GRK2; 330,000 compounds, 0.59% hits;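 active = inhibition of aptamer binding above 40%, roughly 3 SD of noise, on plates passing a quality check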;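 also: median bead fluorescence of bound FAM aptamer so fluorescent compounds give negative values; no value below 0 was filed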
# VLA-4 inh: inhibition in human VLA-4 binding assay, primary screen, VLA-4 allosteric modulator project, MLPCN library, flow cytometry, VLA-4 expressing cells. Integrin alpha-4 (Homo sapiens), P13612. ligand binding flow cytometry. inhibition, % (about 7 µM as worked out from the volumes in the protocol). 330,000 compounds, 0.2% hits. AID 2557, 2010; in the data active = inhibition above about 50%
# JMJD2C inh: inhibitors of GASC-1 histone demethylase, primary screen, biochemical, fluorescence, DELFIA europium. Lysine-specific demethylase 4C (Homo sapiens), Q9H3R0. GST-JMJD2C(1-420) H3K9me3 demethylation. inhibition, % at 2.35 µM. 330,000 compounds, 0.069% hits. AID 2099, 2009;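 active = more than half of a compound's replicate wells show inhibition beyond 50%, single wells judged on their own value; inconclusive = some, but no more than half, of replicates pass 50% inhibition; inactive = no replicate passes 50% inhibition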;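 also: signal counts dimethyl H3K9 product captured on neutravidin plate; 0% = median of DMSO wells and 100% = 0.3 times that DMSO median; strong numbers were not always called active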
# Target sequence (Q9H3R0 1-420 limits assumed): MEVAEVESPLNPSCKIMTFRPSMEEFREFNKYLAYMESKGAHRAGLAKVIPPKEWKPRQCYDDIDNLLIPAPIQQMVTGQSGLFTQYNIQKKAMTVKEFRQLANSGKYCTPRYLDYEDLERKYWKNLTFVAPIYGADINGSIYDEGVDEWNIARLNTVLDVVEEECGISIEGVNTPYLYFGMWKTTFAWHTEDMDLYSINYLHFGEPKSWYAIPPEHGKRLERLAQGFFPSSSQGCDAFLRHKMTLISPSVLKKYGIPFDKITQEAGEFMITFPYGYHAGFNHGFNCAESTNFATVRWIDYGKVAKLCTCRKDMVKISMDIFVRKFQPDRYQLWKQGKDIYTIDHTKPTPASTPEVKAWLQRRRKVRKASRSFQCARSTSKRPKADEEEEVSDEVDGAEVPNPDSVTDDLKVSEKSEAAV
# CIT2 TOR yeast: modulators of CIT2-GFP expression in yeast, primary screen, S. cerevisiae, GFP fusion, multiplex flow cytometry, MLPCN library | S. cerevisiae CIT2-GFP strain, 3 h; 100 means same as DMSO wells | GFP response vs DMSO, % at 10 µM | 320,000 compounds, 0.065% hits;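 active = GFP response relative to DMSO above a set limit, near the screen mean plus 3 SD, cut at about 150% in these data; inconclusive = Fewer than 70 cells measured for a yeast strain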;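 also: ratio of well median GFP fluorescence to mean of DMSO wells on the plate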
# LAP4-GFP MLPCN: modulators of LAP4-GFP expression in yeast, primary screen, S. cerevisiae, multiplex flow cytometry, MLPCN library; 320,000 compounds, 0.34% hits; 3 h; median GFP as percent of DMSO wells; GFP response vs DMSO, % at 10 µM; AID 2023, 2009;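 active = GFP response vs DMSO above a set limit, about the screen mean plus 3 SD, cut at about 150% in these data; inconclusive = under 70 cell events counted for the yeast strain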
# AGP1-GFP MLPCN: modulators of AGP1-GFP expression in yeast TOR pathway, primary screen, cell-based, multiplex flow cytometry, S. cerevisiae, MLPCN library; 320,000 compounds, 0.02% hits; AID 2066, 2009; GFP response vs DMSO, % at 10 µM; 3 h; GFP as percent of DMSO wells;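 active = GFP response relative to DMSO above a set limit, near screen average plus 3 SD, cut at about 150% in these data; inconclusive = fewer than 70 cells counted for the yeast strain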;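 also: median GFP channel fluorescence of the gated AGP1 strain per well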
# MEP2-GFP yeast: modulators of MEP2-GFP levels in yeast, primary screen, S. cerevisiae, multiplex flow cytometry, MLPCN library | GFP response vs DMSO, % at 10 µM | 330,000 compounds, 0.51% hits | S. cerevisiae MEP2-GFP strain, 3 h; 100% = DMSO control level;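 active = GFP response versus DMSO above a set limit, roughly screen mean plus 3 SD, cut at about 180% in these data; inconclusive = fewer than 70 cells counted for a yeast strain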;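 also: median GFP fluorescence of the barcode-gated MEP2-GFP cells per well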
# RPL19A TOR yeast: RPL19A-GFP expression modulators in yeast, primary screen, cell-based, S. cerevisiae, multiplex flow cytometry, MLPCN; AID 2025, 2009; S. cerevisiae RPL19A-GFP strain, 3 h; stronger effect = lower value; percent response vs DMSO, % at 10 µM; 330,000 compounds, 0.3% hits;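 active = percent response vs DMSO below 50%; inconclusive = fewer than 70 events counted for the yeast strain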;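 also: median channel GFP fluorescence of the barcoded RPL19A-GFP strain; ratio of sample median GFP to plate DMSO average so 100% = DMSO; lower means less RPL19A-GFP as with rapamycin TOR inhibition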
# * hit, by the source's call; i = inactive; u = inconclusive; x = no result given; & = joins results of further samples; [ ] = dose if it differs, or a comment. Compounds as they come; overall some 1.7% were active at least once.
SMILES,GRK2 inh,VLA-4 inh,JMJD2C inh,CIT2 TOR yeast,LAP4-GFP MLPCN,AGP1-GFP MLPCN,MEP2-GFP yeast,RPL19A TOR yeast
Cc1cc(C)n(-c2ccc(C(=O)OCn3nnc4ccccc4c3=O)cc2)n1,0,2,0,99,103,100,105,100
CCCCn1c(SCC(=O)Nc2cc(C)on2)nc2cc(S(N)(=O)=O)ccc21,7,10,-5,95,99,93,102,98
COCCCNC(=O)c1cc2c(=O)n3cc(C)ccc3nc2nc1NCC1CCCO1 (stereo not drawn),3,9,-7,u,u,u,u,u
Cc1cccc(S(=O)(=O)Nc2ccc(S(=O)(=O)Nc3nccs3)cc2)c1,6,25,-1,89,98,102,93,97
Cn1c(=O)c(=O)n(C)c2cc(S(=O)(=O)N3CCCC3C(=O)NCc3cccnc3)ccc21 (stereo not drawn),0,-1,1,95,113,104,98,102
COc1ccccc1C(C)NC(=O)c1ccc(C)o1 (stereo not drawn),0,-2,-2,98,94,103,98,97
O=C(NCCCNC(=O)c1ccccc1Br)c1ccccc1Br,0,5,-7,98,99,86,115,99
CCN(CC(=O)NCc1ccc(Cl)cc1)C(=O)c1cc2ccccc2o1,4,4,i,88,96,79,114,104
c1cncc(-c2nc3ccccc3s2)c1,4,-14,0,101,98,91,101,94
Cc1nc2nc3c(c(=O)n2[nH]1)CCCC3,2,7,19,108,102,109,106,104
CCCCNCc1cc(OC)c(OCC(N)=O)cc1Br,0,0,6,72,74,72,77,85
Cc1ccc(CC(=O)N/N=C/c2ccc3c(c2)OCO3)cc1,0,-9,-3,107,100,102,100,104
O=C(COc1ccc(-c2ccccc2)cc1)N1CCN(C(=O)c2cccnc2)CC1,0,17,5,91,91,94,91,92
O=C(Nc1nnc(C23CC4CC(CC(C4)C2)C3)s1)c1ccc(N2C(=O)CCC2=O)cc1,11,-3,-6,112,106,106,103,102
COc1ccc(CCNc2ccc(C(CC(N)=O)NC(=O)Cc3ccc(Br)cc3)cc2[N+](=O)[O-])cc1 (stereo not drawn),2,-3,-3,74,117,85,90,97
CC(=O)/C(N=Nc1cc2c(cc1[N+](=O)[O-])OCCO2)=C(\C)O,2,6,18,x,85,87,89,83
COC(=O)C1(Cc2cc(-c3cccnc3)no2)CCN(C(=O)OC(C)(C)C)CC1,1,-8,10,82,102,88,91,105
Cc1ccc(OCc2nc(C#N)c(N3CCCC3)o2)cc1,4,1,17,70,141,94,95,96
CC(=O)c1cccc(NC(=O)c2cc(C)nn2-c2ccccc2)c1,10,4,-9,107,97,103,116,98
CC(C)(CO)CNC(=O)CC1C(=O)NCCN1CC(c1ccccc1)c1ccccc1 (stereo not drawn),0,-14,-9,100,88,97,100,100
Cc1nn(-c2ccccc2)c(C)c1-c1nnc(-c2c(C)nn(-c3ccccc3)c2C)o1,3,-1,6,80,92,92,89,91
Cc1c(Cl)cccc1NC(=S)NCC(C)C,1,13,3,102,94,99,99,103
N/C(=N\c1nc2c(c(=O)[nH]1)CCC2)Nc1ccccc1C(F)(F)F,0,-6,8,93,92,100,97,96
C[C@H]1O[C@@H](O[C@H]2CC[C@@]3(C)C(CC[C@]4(C)C3C=C[C@]35OC[C@@]6(CCC(C)(C)C[C@H]63)[C@@H](O)C[C@]54C)[C@]2(C)CO)[C@H](O)[C@@H](O[C@@H]2O[C@H](CO)[C@@H](O)[C@H](O)[C@H]2O)[C@H]1O (stereo partly drawn),4,0,-6,99,114,103,106,100
CCOC(=O)Cc1ncccc1C(=O)Nc1ccc(OC(F)(F)F)cc1,1,-12,-25,114,110,112,112,102
COc1ccc(OCC(=O)NNc2c3ccccc3nc3ccccc23)cc1,0,-25,-3,103,102,111,118,100
CCOC(=O)C1=C2c3cc(OC)c(OC)cc3CC(C)(C)N2C(=O)C1=O,0,-4,5,98,92,97,96,102
Cc1cc(=O)n2nc(N3CCCC3C(=O)NCCCN3CCCCC3)sc2n1 (stereo not drawn),0,-15,6,103,95,99,102,98
CN(C(=O)COC(=O)c1cc[n+]([O-])cc1)c1ccccc1,2,14,4,95,72,79,93,100
Cc1cccc(NC(=O)c2nnn(-c3cccc(C(F)(F)F)c3)c2N)c1,3,4,6,100,98,104,105,103
COc1cc(S(=O)(=O)Nc2ccc(C(=O)NCC(=O)O)cc2)ccc1NC(C)=O,1,-8,34,106,106,109,100,104
COc1cccc(NC(=O)CCc2c(C)nn(-c3ccc(N4CCOCC4)nn3)c2C)c1,0,9,-10,110,107,105,102,102
Cc1nn(CCc2nc(-c3ccco3)cs2)c2[nH]c(=O)cc(C(F)(F)F)c12,3,0,-8,101,116,108,100,102
CC(C)c1nnc(NC(=O)CCC(=O)NC2CCCCCCC2)s1,0,-7,-2,97,91,94,95,95
Cc1ccsc1C(=O)NC(C)c1ccccc1 (stereo not drawn),3,12,1,108,98,102,106,105
Oc1c(C(c2ccco2)N2CCC3(CC2)OCCO3)sc2ncnn12 (stereo not drawn),23,-15,-23,103,116,97,101,109
CC/C(=N\NC(=S)NC(C)C)c1ccc(OC)c(OC)c1,3,6,1,98,106,93,100,95
COc1cc(NC(=O)C/C(C)=N/NC(=O)c2ccccn2)c(OC)cc1Cl,0,-4,-14,u,84[may fluoresce violet],u,324*[may fluoresce violet],48*[may fluoresce violet]
O=C(NC1CCCCC1)C1CCN(C(=O)NCc2ccccc2)CC1,0,1,-5,x,108,107,101,108
CN(Cc1nc2ccc(F)cc2[nH]1)C(=O)C1CCC(=O)N(C2CC2)C1 (stereo not drawn),1,-21,2,103,74,95,90,99
COC(=O)CCCC[C@H]1SC[C@H]2NC(=O)N[C@]21O,1,0,5,104,99,104,116,105
Cc1csc(NC(=O)C(C)Oc2ccc(Cl)cc2C)n1 (stereo not drawn),0,19,-3,91,101,101,100,101
CCOC(=O)n1c(=O)n(Cc2c(Cl)cccc2Cl)c2ccccc21,2,-2,-7,94,105,97,106,x
CCOc1ccc(S(=O)(=O)N(CC)CC(=O)N2CCCC2)cc1C,1,7,-3,98,86,96,105,104
CC(=O)N1c2ccccc2C(=O)C1N1CCCCC1 (stereo not drawn),0,-15,-28,97,86,87,98,87
CC(=O)Nc1ccc(NC(=O)c2c([N+](=O)[O-])cnn2C)cc1,1,18,5,104,84,94,105,100
O=C(Cc1ccc([N+](=O)[O-])cc1)NCc1ccccc1Cl,0,15,4,92,81,87,98,98
CC(C)N1CCc2c(sc(NC(=O)Cc3ccccc3)c2C(N)=O)C1,2,-4,-12,84,99,88,96,91
Cc1ccc(-c2csc(NC3OC(=O)c4ccccc43)n2)cc1 (stereo not drawn),1,1,0,94,94,94,96,93
CS(=O)(=O)N(CC(=O)NC1CC2CCC1C2)c1cccc(C(F)(F)F)c1 (stereo not drawn),1,-3,0,x,100,103,102,99
# (next part)
SMILES,GRK2 inh,VLA-4 inh,JMJD2C inh,CIT2 TOR yeast,LAP4-GFP MLPCN,AGP1-GFP MLPCN,MEP2-GFP yeast,RPL19A TOR yeast
O=C(Cn1c(-c2ccccc2)noc1=O)Nc1ccc(N2CCCCCC2)cc1,0,x,-12,101,112,105,108,102
COc1ccc(Cl)cc1C(=O)NCCCN1CCOCC1,0,17,-3,106,97,104,98,101
Cc1cc(C)c(NC(=S)N2CCN(c3ccc([N+](=O)[O-])cn3)CC2)cc1C,0,4,-2,93,97,94,99,99
CC(=O)C1=C(O)CC(C)(C)CC1=NCCc1nc2ccccc2[nH]1,0,2,31,104,109,104,107,101
O=C(O)c1ccc(N2C(=O)CCCC2=O)cc1,0,11,5,99,104,101,105,102
COc1cccc(N(C(=O)Cn2nnc(-c3ccc(F)cc3)n2)C(C(=O)NCC2CCCO2)c2ccc(Cl)cc2)c1 (stereo not drawn),0,15,1,84,103,94,92,94
CC(=O)C[C@@H](O)CC(=O)[C@@H]1OC(=O)CCCCCc2ccccc21,3,40,x,95,104,102,101,100
O=C(O)/C=C\C(=O)O,1,1,x,91,98,96,103,99
O=c1cc(N2CCN(Cc3ccccc3)CC2)[nH]c(=O)n1-c1ccc(Br)cc1,0,14,3,101,95,100,110,96
CCn1ncc(CNC(=O)CCCSc2nc(-c3ccco3)cc(C(F)(F)F)n2)c1C,0,-4,3,102,99,105,104,103
Cc1ccc(-c2nnc(SCC(=O)N/N=C/c3ccccc3C(=O)O)n2C2CCCCC2)cc1,0,15,-2,91,89,21,94,83
O=C(Oc1coc(CSc2nnc(NC(=O)c3cccs3)s2)cc1=O)c1ccccc1,7,5,3,102,93,105,101,111
CCOC(=O)c1sc(NC(=S)NC(=O)c2ccccc2)c(C(=O)OCC)c1C,5,6,-10,102,94,98,112,103
O=C(NCC(O)c1ccc([N+](=O)[O-])cc1)C1=COCCO1 (stereo not drawn),0,10,-1,97,99,95,100,96
C=CCNC(=S)N1CCN(c2ncc3c(=O)c(C(=O)O)cn(CC)c3n2)CC1,3,8,-5,97,99,98,100,99
Cc1c(Cl)ccc2c1NC(=O)C21NC(CCC(N)=O)[C@H]2C(=O)N(c3ccc(Cl)cc3)C(=O)[C@H]21 (stereo partly drawn),0,33,-7&4,106,100,110,99,103
Cc1cccc(C(=O)Nc2nnc(SCC(=O)Nc3ccc4c(c3)oc3ccccc34)s2)c1,0,19,-3,97,95,100,105,105
COc1cc(C(=O)O)nc2ccccc12,0,-5,0,102,103,99,103,98
CC1(C)CC(NS(=O)(=O)c2ccc(S(N)(=O)=O)cc2)CC(C)(C)N1,0,-15,-4,103,93,105,104,108
S=c1[nH]cnc2scc(-c3ccccc3)c12,0,1,23,93,104,120,100,96
NS(=O)(=O)c1ccc(CCNS(=O)(=O)c2ccc(Cl)nc2)cc1,3,-3,14,93,99,99,103,101
COc1cccc(-n2c(SCC(=O)Nc3nccs3)nnc2-c2ccoc2C)c1,0,-6,13,91,92,100,100,96
CCn1c(SCC(=O)NC2CCCCC2)nnc1-c1cccnc1,1,-8,0,105,106,98,111,101
COc1cccc(C(=O)NC2CCCc3ccccc32)c1OC (stereo not drawn),0,-4,26,91,95,97,96,99
C=C(C)CN(CC)C(=O)CCc1nnc(CCc2c[nH]c3ccccc23)o1,0,5,5,99,108,107,101,98
NC(=O)CN1C(=O)C(=O)N(Cc2cccc(Cl)c2)C1=O,0,20,-2,106,95,98,103,102
CN(CC(=O)Nc1ccccc1Br)C(=O)CNC(=O)c1cccs1,1,4,14,90,101,100,99,100
Cc1cccc(-n2cnc(C(=O)NNC(=S)Nc3ccccc3)c2)n1,0,5,31,88,108,101,89,99
O=C(CCNc1n[nH]c(=O)[nH]c1=O)N/N=C/c1ccc(Cl)cc1,0,10,-10,102,100,102,103,100
